Screens as filed in PubChem.
Pin1 inhibitor: human Pin1 inhibition | Pin1 FP peptide displacement, HiFluor488, 10 min | Q13526 | Potency, µM (series often up to 115 µM), inactives show top-dose activity, negative = inhibition, usual class: inhibitors | hit rate 0.009% among 390,000; active means well fitted inhibition curve with a large enough effect in the polarisation, with a control signal flat, not every such curve was filed as active; inconclusive means small, poorly fitted or top-dose-only effect, or effect the other way, or a change in a side signal; inactive means no such curve, though single readings can be large or run the other way; the % refers to the polarisation; further: potency means the concentration at half of the fitted maximal effect; on the % scale 0 is the no-effect control and ±100 the full control effect
Target sequence (Q13526 whole entry, looked up): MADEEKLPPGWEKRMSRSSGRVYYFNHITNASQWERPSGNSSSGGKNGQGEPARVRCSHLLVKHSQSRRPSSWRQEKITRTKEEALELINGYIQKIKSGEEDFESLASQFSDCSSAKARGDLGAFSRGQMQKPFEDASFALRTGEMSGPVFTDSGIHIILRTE
G9a inh: inhibitors of human histone lysine methyltransferase G9a; Q96KQ7; G9a H3K9 monomethylation, AlphaScreen, 2 h; Potency, µM (series often up to 102 µM), for the others: top-dose activity, negative = inhibition, most hits filed as inhibitors; hit rate 8.8% among 350,000; further: potency means the concentration at half of the fitted maximal effect; on the % scale 0 is the no-effect control and ±100 the full control effect; nearly all actives have a fitted effect of over 75% in size
Target sequence (Q96KQ7 913-1193 limits assumed): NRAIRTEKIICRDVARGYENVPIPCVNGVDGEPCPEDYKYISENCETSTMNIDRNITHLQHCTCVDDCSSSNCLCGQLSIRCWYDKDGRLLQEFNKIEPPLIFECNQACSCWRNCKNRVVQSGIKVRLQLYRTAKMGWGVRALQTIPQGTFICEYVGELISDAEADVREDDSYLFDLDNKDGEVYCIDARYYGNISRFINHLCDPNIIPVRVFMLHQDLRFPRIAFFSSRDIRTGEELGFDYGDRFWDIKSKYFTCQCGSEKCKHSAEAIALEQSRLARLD
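Quantitative HTS format: methyltransferase activity on a biotin-tagged H3K9 peptide is measured by AlphaScreen, using a rabbit anti-monomethyl-H3K9 antibody with streptavidin donor and anti-IgG acceptor beads. Final levels are 20 nM enzyme, 500 nM peptide, 20 uM SAM; 2 h RT.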
JMJD2A Tudor: blocks the human JMJD2A Tudor domain; AlphaScreen JMJD2A-Tudor / H3K4me3 peptide binding; AID 504339; hit rate 4.4% among 390,000; Potency, µM (highest dose often 114 µM), without a hit: top-dose activity change, negative = inhibition, hits mostly inhibitors; O75164; further: potency means the concentration at half of the fitted maximal effect; on the % scale 0 is the no-effect control and ±100 the full control effect; nearly all actives have a fitted effect of over 50% in size
BAZ2B block: BAZ2B (human) inhibition | hit rate 4.4% among 360,000 | Potency, µM (titrated, usually from 114 µM), without a hit: at the top dose activity change, negative = inhibition, usual class: inhibitors | AlphaScreen BAZ2B-H3K14Ac peptide displacement | Q9UIF8 | AID 504333; further: potency means the concentration at half of the fitted maximal effect; on the % scale 0 is the no-effect control and ±100 the full control effect; nearly all actives have a fitted effect of over 60% in size
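Multi-concentration screen (max 110 uM) measuring displacement of acetylated histone H3 peptide from BAZ2B by AlphaScreen, using 50 nM protein, 50 nM peptide and 10 ug/mL streptavidin donor plus Ni-chelate acceptor beads.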
HP1b binding inh: HP1-beta chromodomain-methylated histone interaction inhibition; hit rate 0.56% among 390,000; Potency, µM (doses to about 114 µM), without a hit: at the top dose activity change, negative = inhibition, usual class: inhibitors; AlphaScreen HP1-beta / biotin-H3K9me3 peptide binding; P83916; further: potency means the concentration at half of the fitted maximal effect; nearly all actives have a fitted effect of over 70% in size; inactives centre near 23
Target sequence (P83916 whole entry, looked up): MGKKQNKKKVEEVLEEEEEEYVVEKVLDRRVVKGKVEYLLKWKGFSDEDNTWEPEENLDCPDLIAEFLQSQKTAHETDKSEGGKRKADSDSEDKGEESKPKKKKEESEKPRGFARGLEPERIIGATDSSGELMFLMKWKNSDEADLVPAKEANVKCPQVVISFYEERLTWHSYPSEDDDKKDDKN
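Compound inhibition of the preformed complex between 50 nM HP1-beta and 50 nM biotinylated H3K9me3 peptide was read by AlphaScreen. Buffer was PBS pH 7.4 with 0.01% Tween-20. Incubations ran 30 min at room temperature, with 10 ug/mL donor/acceptor beads.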
PI4K2A inh: inhibitors of human PI4K2A. Q9BTU6. purified PI4K2A, ADP-Glo luminescence, 1 h; stronger effect = lower value. hit rate 0.13% among 420,000. activity change, negative = inhibition, % at 76.9 µM; in the data active means activity change below about -50%; inconclusive means mostly about -30% to -49%;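 further: -100% = wells without enzyme as full effect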
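PI4K2A activity was measured by ADP-Glo luminescence: enzyme (4 ug/mL stock) and phosphatidylinositol (1.2 mM stock) in Tris pH 7.5/MgCl2/EGTA/Triton X-100 buffer were reacted with ATP (300 microM stock) for one hour at ambient temperature.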
GLS inh: blocks human kidney-isoform glutaminase activity; GLS enzymatic activity, qHTS titration; hit rate 0.21% among 410,000; O94925; Potency, µM (titrated, usually from 45.5 µM), for inactives: at the highest dose activity change, negative = inhibition, usual class: inhibitors; further: potency means the concentration at half of the fitted maximal effect; on the % scale 0 is the no-effect control and ±100 the full control effect
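Coupled fluorescence readout: glutamate oxidase/HRP/Amplex Red detect glutamate formed by hKGA from L-glutamine (1 mM solution added). Buffer 45 mM KH2PO4 pH 8.2, 0.02% Tween-20; reads at t0 and 30 min RT.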
PGK inhibitor: blocks T. brucei phosphoglycerate kinase; P07378; hit rate 0.043% among 380,000; Potency, µM (highest dose often 57.5 µM), for inactives: at the highest dose activity change, negative = inhibition, actives largely listed as inhibitors; PGK/GAPDH coupled, Kinase-Glo luminescence, 60 min; further: potency means the concentration at half of the fitted maximal effect; on the % scale 0 is the no-effect control and ±100 the full control effect; nearly all actives have a fitted effect of over 60% in size
Target sequence (P07378 whole entry, looked up): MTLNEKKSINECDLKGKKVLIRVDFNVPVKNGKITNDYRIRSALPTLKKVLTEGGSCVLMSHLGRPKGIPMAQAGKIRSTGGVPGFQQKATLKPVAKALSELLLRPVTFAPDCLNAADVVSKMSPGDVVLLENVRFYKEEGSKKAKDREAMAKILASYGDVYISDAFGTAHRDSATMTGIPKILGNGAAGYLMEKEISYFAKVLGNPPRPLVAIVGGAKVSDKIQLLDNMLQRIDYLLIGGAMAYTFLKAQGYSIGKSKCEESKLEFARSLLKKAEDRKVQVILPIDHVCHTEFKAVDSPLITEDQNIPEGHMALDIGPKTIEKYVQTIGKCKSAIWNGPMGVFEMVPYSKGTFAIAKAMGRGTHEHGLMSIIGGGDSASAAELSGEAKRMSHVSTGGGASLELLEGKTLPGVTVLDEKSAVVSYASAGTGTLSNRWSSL
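Recombinant glycosomal PGK reaction used 1,3-bisphosphoglycerate generated in-well by GAPDH (100nM final) in 100mM TEA pH 7.6, 5mM MgCl2, 0.01% Tween-20. After 60 minutes at room temperature, ATP was read by Kinase-Glo Plus luminescence end-point.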
POLH inh: inhibitors of human DNA polymerase eta; recombinant Pol eta, fluorescent DNA replication assay; AID 588591; Q9Y253; hit rate 1.2% among 390,000; Potency, µM (top dose mostly 114 µM), inactives show at the highest dose activity change, negative = inhibition, usual class: inhibitors; further: potency means the concentration at half of the fitted maximal effect; on the % scale 0 is the no-effect control and ±100 the full control effect
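Pol eta at 10 nM preincubated with compounds 15 min at room temperature; reaction started with fluorescent substrate (50 nM final) and read kinetically at 0 and 10 min.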
The depositor's hits bear a star; i = inactive; u = inconclusive; x = not tested or not shown; & = joins results of further samples; [ ] = another dose, or the depositor's remark. Unless noted, the call rests on the fitted dose curve; in most records, active means well fitted curve in the direction sought with a large enough effect; inconclusive means small, poorly fitted or top-dose-only effect, or another doubt; inactive means no such curve, though single readings can be large; an effect the other way counts as inactive or inconclusive. Not all compounds are listed, so the mix of outcomes need not match the whole.

item | BAZ2B block | POLH inh | PI4K2A inh | GLS inh | Pin1 inhibitor | G9a inh | PGK inhibitor | HP1b binding inh | JMJD2A Tudor | SMILES
1 | -9.1% | -10.8% | -2.5 | -6.4% | -0.4% | 6.31µM* | -5.6% | -26.5% | u | FC(F)Oc1ccc(NC(=S)Nn2cnnc2)cc1
2 | -1.3% | -12.9% | -5.1 | 4.2% | 0.7% | -26.4% | -7.0% | 16.4% | -13.3% | CCOC(=O)C1C(=O)C=C(Nc2ccccc2F)CC1c1ccccc1 (stereo not given)
3 | 3.9% | -6.5% | -1.3 | 7.9% | -1.8% | -15.3%[59 µM] | i | 63.2%[activator] | -6.4% | COc1ccccc1C(c1nnnn1CC1CCCO1)N1CCC(C(N)=O)CC1 (stereo not given)
4 | -14.8% | 1.3% | -0.8 | 9.3% | 8.9% | -14.9%[59 µM] | -12.6% | 8.6% | -25.6% | CCOc1ccc(C(=O)N2CC(=O)Nc3ccc(C)cc3C2c2ccc(F)cc2)cc1OCC (stereo not given)
5 | -16.7% | -4.6% | 0.9 | -2.3% | 5.0% | -22.5% | 0.0% | 12.4% | -14.8% | CSCCC(NS(=O)(=O)c1ccc(Br)cc1)C(=O)OCC(=O)NC1CC1 (stereo not given)
6 | x | -1.0% | -3.5 | 3.0% | -0.7% | -11.8%[59 µM] | -5.6% | 7.4% | u | COc1cccc(NS(=O)(=O)c2ccc3[nH]cc(C(=O)N4CCCC4)c(=O)c3c2)c1
7 | -4.7% | -18.9% | -2.5 | -3.8% | 4.6% | -26.9% | -5.8% | 44.0%[activator] | -14.5% | CC1=Nc2ccc(C)cc2N(Cc2ccccc2)C(=O)C1
8 | -18.1% | -3.1% | 3.2 | 1.5% | 23.8% | -5.9%[59 µM] | 0.5% | 25.0% | -6.7% | Cc1ccccc1CN1C(=O)c2ccccc2S(=O)c2ccc(C(=O)NCc3ccc4c(c3)OCO4)cc21 (stereo not given)
9 | 3.9% | -7.6% | 4.6 | 0.6% | 6.3% | 50.1µM* | 3.9% | -1.9% | -4.1% | Cc1ccc(C)c(S(=O)(=O)N2CCN(C(=O)CN3C(=O)C4CC=CCC4C3=O)CC2)c1 (stereo not given)
10 | -3.4% | 6.7% | 0.3 | 0.6% | -11.8% | x | -2.2% | 13.0% | -4.5% | Cc1ccc(S(=O)(=O)NC(=O)N2CCN(Cc3c(F)cccc3Cl)CC2)cc1
11 | -1.7% | -6.6% | -2.9 | -0.9% | 0.4% | -7.2%[59 µM] | -12.1% | 37.2%[activator] | -11.6% | COCCN(Cc1ccco1)C(=O)c1cc2c(Cl)nc3ccc(C)cc3c2s1
12 | -30.0% | -3.3% | 2.6 | -1.1% | -2.7% | 1.2% | 3.1% | 28.3% | -19.2% | CC(C)NC(=S)N/N=C/c1ccccc1[N+](=O)[O-]

Brought forward from above: 5 compounds, then new ones.
item | BAZ2B block | POLH inh | PI4K2A inh | GLS inh | Pin1 inhibitor | G9a inh | PGK inhibitor | HP1b binding inh | JMJD2A Tudor | SMILES
8 | -18.1% | -3.1% | 3.2 | 1.5% | 23.8% | -5.9%[59 µM] | 0.5% | 25.0% | -6.7% | Cc1ccccc1CN1C(=O)c2ccccc2S(=O)c2ccc(C(=O)NCc3ccc4c(c3)OCO4)cc21 (stereo not given)
9 | 3.9% | -7.6% | 4.6 | 0.6% | 6.3% | 50.1µM* | 3.9% | -1.9% | -4.1% | Cc1ccc(C)c(S(=O)(=O)N2CCN(C(=O)CN3C(=O)C4CC=CCC4C3=O)CC2)c1 (stereo not given)
10 | -3.4% | 6.7% | 0.3 | 0.6% | -11.8% | x | -2.2% | 13.0% | -4.5% | Cc1ccc(S(=O)(=O)NC(=O)N2CCN(Cc3c(F)cccc3Cl)CC2)cc1
11 | -1.7% | -6.6% | -2.9 | -0.9% | 0.4% | -7.2%[59 µM] | -12.1% | 37.2%[activator] | -11.6% | COCCN(Cc1ccco1)C(=O)c1cc2c(Cl)nc3ccc(C)cc3c2s1
12 | -30.0% | -3.3% | 2.6 | -1.1% | -2.7% | 1.2% | 3.1% | 28.3% | -19.2% | CC(C)NC(=S)N/N=C/c1ccccc1[N+](=O)[O-]
13 | x | -21.9% | -17.4 | -1.1% | 20.5% | 2.8%[59 µM] | 8.8% | 22.7% | -10.7% | CCOc1ccc(NC(=O)Cn2nnc(C(=O)Nc3ccc(OCC)cc3)c2N)cc1
14 | -24.9% | 9.7% | -0.7 | 2.7% | 6.7% | -32.7% | -3.2% | u | 50.1µM* | Cc1ccc(C)c(S(=O)(=O)N2CCN(CC(=O)NC(=O)NCc3ccco3)CC2)c1
15 | 4.9% | -11.2% | -10.7 | x | 1.6% | -8.6%[59 µM] | 0.0% | 4.8% | -7.4% | COC(=O)c1ccc(C(=O)OC)c(NC(=O)COc2ccccc2OC)c1
16 | -33.8% | -11.6% | -14.9 | 0.2% | -2.8% | 3.4%[59 µM] | -10.4% | 30.4% | -29.0% | Cc1cccc(N2CCN(S(=O)(=O)c3c(C)[nH]c(C)c3C(=O)N3CCCCC3)CC2)c1C
17 | -3.8%&-4.6% | -12.5%&-3.7% | -1.0&6.7&3.8 | 5.9%&-17.2%&-6.4% | 1.4%&-3.6% | 7.4%[59 µM] | -3.7%&-2.9% | 3.2%&19.8% | -12.9%&7.0% | Nc1ccc(S(=O)(=O)Nc2cnc3ccccc3n2)cc1
18 | 6.8% | -4.2% | -0.5 | 1.8% | 4.8% | 19.7%[59 µM] | 1.1% | -1.5% | -17.8% | COc1ccc(-c2cc(C(=O)OCC(=O)c3cccc([N+](=O)[O-])c3)c3cc(C)ccc3n2)cc1
19 | -2.4% | -3.4% | 12.2 | -7.6% | 3.0% | u | -0.8% | 103.3%[activator] | 2.9% | CCC(=O)C1=C(c2ccc(F)cc2)N(C(=O)CC)n2cnnc2S1
20 | x | -15.6% | 5.2 | u | 1.8% | x | 0.7% | -11.1%[57 µM] | -17.9% | Cc1cc(Cl)cc2sc(=S)[nH]c12
21 | -37.6% | u | -16.6 | -0.3% | u | 31.6µM* | -11.6% | -1.8% | u | CC(=O)c1cccc(NC(=O)CSc2ccc(-c3ccco3)nn2)c1
22 | 9.2% | -5.4% | -3.8 | 0.7% | 10.5% | -4.9%[59 µM] | -6.3% | 63.0%[activator] | -5.5% | C/C(=N\OCC(=O)OCC(=O)Nc1cc(S(C)(=O)=O)ccc1Cl)c1ccc2c(c1)OCO2
23 | 3.8% | -14.2% | 0.7 | 5.8% | 1.8% | 21.4%[2.33 µM] | -5.9% | 30.9% | -5.6% | Nc1ccc(C(=O)Nc2ccc(NC(=O)c3ccco3)c(O)c2)cc1
24 | u | -1.5% | 4.0 | 0.9% | -0.3% | 50.1µM* | -0.4% | -9.2% | -30.0% | CCOC(=O)c1cc(CNC(=O)c2c(C)oc3c2CCCC3)c(C)o1

Next section
item | BAZ2B block | POLH inh | PI4K2A inh | GLS inh | Pin1 inhibitor | G9a inh | PGK inhibitor | HP1b binding inh | JMJD2A Tudor | SMILES
25 | -9.3% | -9.0% | -10.1 | 16.5% | 3.0% | -70.5% | -4.8% | 18.9% | -28.8% | COC(=O)c1sc(S(=O)(=O)Nc2ccc(Br)cc2)c(C(=O)OC)c1C
26 | 30.0% | -17.3% | 1.9 | 18.8% | -0.5% | 36.3%[59 µM] | 2.1% | 107.2%[activator] | 23.2% | CN(C(=O)c1cccc(COc2ccc(Cl)cc2Cl)c1)c1ccccc1
27 | 7.7% | -13.0% | -3.1 | -0.2% | 0.4% | 16.8%[0.501 µM] | i | 13.6% | -22.1% | COc1cccc(CNC(=O)C(=O)NCCC2CCCCN2S(=O)(=O)c2ccccc2)c1 (stereo not given)
28 | 2.0% | -5.3% | 4.0 | 0.5% | -0.4% | 17.1% | 4.4% | 26.9% | 4.1% | CC1CN(C(=O)c2ccc(S(=O)(=O)Nc3ccccc3Cl)cc2)CC(C)O1 (stereo not given)
29 | -1.0% | -10.5% | -6.6 | -0.5% | -1.4% | -1.5%[12.7 µM] | -8.6% | 23.7% | -12.3% | CS(=O)(=O)N1CCC(Oc2ccccc2C(=O)N2CCCCC2CO)CC1 (stereo not given)
30 | -9.4% | -23.0% | -1.2 | -3.3% | 0.4% | 25.8%[12.7 µM] | i | -9.1% | -9.3% | O=C(C/C=N\OCc1ccc([N+](=O)[O-])cc1)Nc1ccccc1
31 | 4.0% | -4.4% | -3.6 | -9.9% | 14.8% | -7.7%[12.7 µM] | -1.1% | -8.4% | u | COc1ccc(CC(=O)Nc2cccc(-c3nnc(-c4ccccc4)o3)c2)cc1OC
32 | u | -29.9% | -1.2 | -6.3% | 12.7% | 44.7µM* | -2.1% | 6.3% | u | COc1ccc(C(Nc2ccccn2)c2c(NC(=O)c3ccco3)sc(C)c2C)cc1 (stereo not given)
33 | 0.8% | -15.6% | 4.2 | -4.5% | -13.8% | u | -9.3% | 43.7%[activator] | 6.7% | CCc1ccc(OCC(=O)O/N=C(\N)c2ccccn2)cc1
34 | u | -7.9% | 9.4 | 7.94µM* | 2.0% | u | 6.6% | -16.7% | u | Cc1ccc(Nc2c(-c3ccccc3O)nc3cnccn23)cc1
35 | 56.0%[activator] | -11.2% | -0.4 | 8.6% | -0.6% | 10.7%[12.7 µM] | -0.2% | 199.3%[activator] | 81.8%[activator] | C=CCn1c(=O)c(C(=O)NCCc2ccccc2)c(O)c2ccccc21
36 | -6.8% | -7.8% | -1.6 | -6.8% | -0.4% | u | -8.7% | 37.7% | -12.0% | Cc1cc2nc(-c3cccnc3SCC(=O)NC(C)C)[nH]c2cc1C
